# Tb MetRS inh – T. brucei MetRS inhibitors, primary screen, biochemical, luminescence. methionyl-tRNA synthetase (Trypanosoma brucei brucei). purified T. brucei MetRS, ATP depletion, Kinase-Glo luminescence. inhibition, % at 11.9 µM. 360,000 compounds, 0.4% hits. AID 624268, 2012;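 active means inhibition above a per-plate cutoff of the control wells' mean inhibition plus 3 SD, cut at about 5.5% in these data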;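 further: 0% = DMSO wells median and 100% = median of wells with control inhibitor compound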
#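 Measured by: Kinase-Glo luciferase luminescence reporting remaining unconsumed ATP. Material: purified T. brucei MetRS enzyme. Doses: 11.9 µM compound single dose, 0.9% DMSO. Medium: HEPES buffer containing pyrophosphatase, BSA, spermine, DTT. Times: 15 min preincubation, 2 h reaction, all 25 °C. Reagent: methionine, ATP and bulk E. coli tRNA.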
# Rpn11 block – Rpn11 (PSMD14) deubiquitinase inhibitors, primary screen, biochemical, fluorescence polarization, uHTS; 26S proteasome non-ATPase regulatory subunit 14 (Homo sapiens), O00487; human 26S proteasome, Ub4-pepOG fluorescence polarization; 20S core pre-blocked with epoxomicin; calls only at 20 µM; 360,000 compounds, 0.59% hits;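 active means inhibition at 20 µM, scaled to each plate's controls, above about 33%, limit read from the data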
# Target sequence (O00487 whole entry, looked up): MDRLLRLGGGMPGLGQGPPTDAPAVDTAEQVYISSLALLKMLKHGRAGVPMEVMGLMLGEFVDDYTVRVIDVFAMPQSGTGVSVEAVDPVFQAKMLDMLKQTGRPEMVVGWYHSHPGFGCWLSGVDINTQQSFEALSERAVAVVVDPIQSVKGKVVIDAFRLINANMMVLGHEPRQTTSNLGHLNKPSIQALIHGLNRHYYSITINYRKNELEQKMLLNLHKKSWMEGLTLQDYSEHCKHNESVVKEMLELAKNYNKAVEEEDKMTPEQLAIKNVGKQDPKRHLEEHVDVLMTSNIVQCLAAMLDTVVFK
# SUMO1-SIM PPI – modulators of SUMO1 protein-protein interactions, primary screen, biochemical, uHTS; 360,000 compounds, 0.33% hits; Small ubiquitin-related modifier 1 (Homo sapiens), P63165; inhibition, % at 20 µM; SUMO1 binding to a labelled peptide, TR-FRET, 1 h; in the data active means inhibition above about 37%
# Target sequence (P63165 whole entry, looked up): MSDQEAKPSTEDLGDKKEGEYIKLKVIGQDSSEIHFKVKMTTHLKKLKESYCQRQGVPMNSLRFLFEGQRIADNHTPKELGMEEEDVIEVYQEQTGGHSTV
# Scp1 inh – Scp-1 phosphatase inhibitors, primary screen, biochemical, colorimetric, uHTS. Carboxy-terminal domain RNA polymerase II polypeptide A small phosphatase 1 (Homo …. Recombinant Scp1, phosphopeptide, malachite green phosphate absorbance. inhibition, % at 20 µM. 340,000 compounds, 0.88% hits;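 active means inhibition above about 50% at 20 µM, limit read from the data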;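 further: plate controls were DMSO wells with enzyme for no effect and wells lacking enzyme for full effect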
# Target sequence (Q9GZU7 76-261 limits assumed): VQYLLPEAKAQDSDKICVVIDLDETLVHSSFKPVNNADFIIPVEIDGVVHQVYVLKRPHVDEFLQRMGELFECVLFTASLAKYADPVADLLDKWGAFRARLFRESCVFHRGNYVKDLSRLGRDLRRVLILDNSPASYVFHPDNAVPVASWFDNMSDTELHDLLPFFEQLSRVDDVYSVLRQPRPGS
#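 System: truncated SCP-1 phosphatase (76-261aa); medium: Tris acetate buffer pH 5.5 with MgCl2 and Tween-20; incubation: 45 min room-temperature reaction, 5 min colour, 30 min stabiliser; compound: single 20 µM dose, 1% DMSO; reagent: Phosphorylated 17-residue peptide substrate; read-out: % inhibition at 20 µM; technique: colorimetric free-phosphate detection, absorbance 630 nm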
# STEP block – STEP phosphatase inhibitors, primary screen, biochemical, fluorescence intensity, uHTS; Tyrosine-protein phosphatase non-receptor type 5 (Homo sapiens), P54829; recombinant STEP, OMFP fluorogenic substrate; inhibition, % at 20 µM; 360,000 compounds, 0.25% hits;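 active means inhibition at 20 µM, scaled per plate between control wells, above about 37%, limit read from the data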;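 further: 0% = DMSO with enzyme and substrate and 100% = substrate only without enzyme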
#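 System: STEP phosphatase, cell-free reaction; Buffer or medium: Bis-Tris pH 6.0 buffer with DTT, detergent; Incubation: 20 min at room temperature, dark; Measured by: fluorescence, 480/540 nm.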
# NadD block – inhibitors of S. aureus NadD, primary screen, biochemical, colorimetric, uHTS; purified NadD enzyme, colorimetric absorbance read-out; 360,000 compounds, 0.78% hits; Nicotinate-nucleotide adenylyltransferase NadD (Staphylococcus aureus N315); inhibition, % at 20 µM; AID 602399, 2012; in the data active means inhibition above about 26%; further: some compounds past the cut are filed as inactive
# MsrA inh – bovine MsrA enzyme inhibitors, primary screen, biochemical, absorbance, HTS; 360,000 compounds, 0.75% hits; purified bovine MsrA, absorbance read-out; inhibition, % at 15.5 µM; in the data active means inhibition above about 4.5%;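 further: 0% = vehicle wells with enzyme and 100% = reference inhibitor wells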
# DNMT1 block – human DNMT1 methyltransferase inhibitors, primary screen, biochemical, molecular beacon, fluorescence, HinP1I cleavage, uHTS | 360,000 compounds, 0.83% hits | inhibition (reported as % activation of signal), % at 10 µM; in the data active means inhibition above about 50%
# LMPTP inh – LMPTP phosphatase inhibitors, primary screen, biochemical, fluorescence intensity, uHTS | Low molecular weight phosphotyrosine protein phosphatase (Homo sapiens), P24666 | inhibition, % at 20 µM | AID 651560, 2012 | 360,000 compounds, 0.22% hits | recombinant LMPTP-A, OMFP fluorogenic substrate;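 active means compounds that cut the enzyme signal by at least half of the control window in the single-dose screen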;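 further: plate controls were DMSO wells with enzyme plus substrate for no effect and substrate without enzyme for full effect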
# Target sequence (P24666 whole entry, looked up): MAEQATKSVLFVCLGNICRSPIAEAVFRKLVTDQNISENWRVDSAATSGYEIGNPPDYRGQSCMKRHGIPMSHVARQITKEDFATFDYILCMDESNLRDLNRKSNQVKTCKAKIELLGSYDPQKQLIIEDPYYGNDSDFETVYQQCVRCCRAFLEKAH
#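 Material: LMPTP-A; amount: 0.625 nM enzyme; doses: single 20 µM dose; times: reaction 50 min, room temperature, dark; technique: fluorescence intensity of OMFP turnover product; benchmarks: no-enzyme and uninhibited controls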
# CSN deneddyl inh – inhibitors of CSN-mediated cullin deneddylation, primary screen, biochemical, fluorescence polarization, uHTS | COP9 signalosome complex subunit 5 (Homo sapiens), Q92905 | Purified CSN, SCF-Nedd8-OG deneddylation | inhibition, % at 12.5 µM | 360,000 compounds, 0.38% hits | AID 651999, 2013;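 active means pattern-corrected inhibition above about 35%, with an unprinted fluorescence ratio check between 0.5 and 1.5, limit read from the data, passing the limit was not always enough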;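 further: 0% = enzyme with substrate and 100% = substrate without enzyme; some results filed as inactive read as strong as hits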
#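 assay system = purified human Csn5 enzyme expressed in HEK293T cells | amount = 0.24 nM enzyme | buffer or medium = Tris/NaCl/DTT buffer, pH 7.5 | reagent = 10 nM SCFSkp2-Nedd8OG | compound = one concentration, 12.5 µM, 0.25% DMSO | times = 90 min reaction at room temperature | signal = FP | read-out basis = % inhibition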
# * = called active by the depositor; i = inactive; · = no result given; + = active, no number.
SMILES,Tb MetRS inh,Rpn11 block,SUMO1-SIM PPI,Scp1 inh,STEP block,NadD block,MsrA inh,DNMT1 block,LMPTP inh,CSN deneddyl inh
Cc1ncoc1C(=O)N1CCCC(N2CCN(c3ccccc3F)CC2)C1 (configuration not stated),0.9,i,0.2,-5.5,-2.9,0.1,-0.4,1.7,-0.7,-3.2
Cc1csc(NC(=O)CCNC(=O)c2ccccc2Cl)n1,-0.6,i,2.7,-4.1,-1.8,-9.8,0.1,-4.3,-1.1,0.9
Cn1c(=O)oc2cc(S(=O)(=O)N3CCC(C(=O)NCc4ccccc4Cl)CC3)ccc21,-0.8,i,2.7,-4.7,-2.4,-5.2,-2.2,-4.3,-0.5,1.2
CCNC(=O)Cc1c(OC)ccc2cc(Br)ccc12,-0.3,i,-8.6,-3.2,-1.2,0.4,-1.1,-0.7,-0.5,0.7
CCOc1ccc(OCCC(=O)NNC(=O)c2nn(C)c(=O)c3ccccc23)cc1,-0.1,i,0.3,46.2,11.9,0.8,1.8,18.0,4.5,2.9
S=C(NCCc1ccccc1)Nc1ccc(Cl)cc1,0.7,i,-2.4,7.1,-1.5,-3.4,0.7,-0.2,0.9,-2.8
CC(C)[C@@H]1CC2=C(C(=O)OC(C)(C)O2)[C@H](CCc2ccccc2)O1,-0.7,·,-4.8,·,·,4.9,-0.7,·,2.6,-2.7
CC1(c2ccccc2)NC(=O)N(CC(=O)Nc2ccc(Cl)c(S(=O)(=O)N3CCCCC3)c2)C1=O (configuration not stated),-0.1,i,-3.9,-6.7,-1.9,5.9,0.0,-5.1,3.2,3.0
Cc1ccccc1C(=O)/C=C1/SCC(=O)N1C,-0.4,+,-2.1,-3.5,-5.3,-2.3,2.6,-0.9,-1.9,46.2*
Cn1cc(CN2CCC(CO)CC2)c(-c2ccc(Oc3ccccc3)cc2)n1,0.8,i,-1.5,5.5,0.6,-2.0,1.4,-1.5,-0.3,-1.6
CC(C)(C)c1ccccc1OCCOCCN1CCCCCC1,-1.3,i,-26.2,6.3,-0.4,3.6,0.3,5.5,-1.6,2.4
CC(=O)Nc1ccc(OC(=O)c2cc([N+](=O)[O-])ccc2Cl)cc1,0.4,i,-14.8,2.2,0.5,2.2,·,1.4,-1.2,-1.7
Cc1cc(=O)oc2cc(NC(=O)C3CC(=O)N(Cc4ccccc4)C3)ccc12 (configuration not stated),-0.3,i,7.8,-1.0,-1.3,-2.6,0.9,-1.1,0.3,-1.9
O=C(CSc1ncccn1)Nc1ccc(N2CCOCC2)cc1,-1.3,i,0.8,-12.3,1.7,-1.6,0.8,1.1,-3.3,-2.2
CCC(=O)Nc1ccc(C(=O)COC(=O)Cc2ccsc2)cc1,-0.2,i,-5.3,-0.7,-3.2,5.9,-0.7,3.6,-1.0,-1.1
COc1ccc(C2NC3=C(CCC3)C3(C#N)C4(N=C(N)C23C#N)OCCO4)cc1 (configuration not stated),-0.2,i,3.1,-3.4,-1.1,-3.9,0.9,-10.8,1.8,2.4
Nc1cc(C(F)(F)F)cc([N+](=O)[O-])c1N,-0.8,i,-15.0,-0.7,3.4,0.9,1.2,0.7,1.1,-11.2
COc1cc(C(=O)NCC(=O)OCc2ccccc2Cl)cc(OC)c1OC,0.2,i,-1.3,-3.4,-2.8,-12.5,0.7,0.1,-0.2,6.7
CCCCCCCCCCOC(=O)C[N+](C)(C)C/C=C(/C)Cl,-0.4,i,0.4,-1.4,0.9,-1.1,-1.1,9.7,-0.2,-1.2
N#CCN1CCCC(C(N)=O)C1 (configuration not stated),0.0,i,-4.3,-9.6,-0.2,-1.3,1.4,2.3,-0.6,-10.5
CN1OC[C@@H]2CN(Cc3cc(Cl)cc(Cl)c3)[C@H](c3cccc(Oc4ccccc4)c3)C[C@@H]21,-0.3,i,2.5,-0.1,-0.5,-0.1,0.1,-3.1,6.5,4.1
CCOC(=O)c1ccccc1NC(=O)CN1C(=O)CCS(=O)(=O)c2ccccc21,0.0,i,-1.0,-6.9,-0.8,-3.4,0.2,-0.6,-0.9,-0.8
Cc1nn(C)c(C(=O)N/N=C/c2ccc(Br)cc2)c1Cl,0.1,i,-3.5,-7.9,-1.4,-1.3,-0.2,0.4,-2.6,3.7
OCC1CCN(Cc2cn(Cc3ccccc3)nc2-c2cc3ccccc3o2)CC1,-0.1,i,2.8,-1.7,2.8,-6.5,-0.2,-3.2,-1.5,3.8
C/C(CCc1ccc2c(c1)OCO2)=N\N=C1\NC(=O)CC(C(=O)Nc2ccc(Cl)cc2)S1 (configuration not stated),0.4,i,4.4,-4.4,1.1,-0.8,0.3,-8.4,2.3,0.4
COC(=O)[C@@H](NC(=O)N(C1CCCCC1)C1CCCCC1)C(C)C,0.1,i,0.5,-2.8,6.3,-2.2,2.8,3.6,-0.7,2.7
CCOC(=O)c1nnn2c1nc(N1CCOCC1)c1ccccc12,0.0,i,-2.1,-9.8,3.5,-3.7,1.5,-4.3,-0.4,1.3
CC(=O)Nc1ccc(NC(=O)c2c([N+](=O)[O-])cnn2C)cc1,-1.1,i,-12.5,-2.4,1.6,5.0,-1.0,3.3,-0.2,1.8
O=C(O)CSc1ccccn1,-0.9,i,-4.8,11.9,-0.7,2.3,-1.2,2.4,-0.7,1.8
CCC1(C)Cc2ccccc2-c2nc(NCCCO)n(C)c(=O)c21 (configuration not stated),-0.1,i,6.0,-7.9,-1.9,-10.5,1.2,5.6,1.1,26.4

# Complete entries as entered above. Order of screens: Tb MetRS inh	Rpn11 block	SUMO1-SIM PPI	Scp1 inh	STEP block	NadD block	MsrA inh	DNMT1 block	LMPTP inh	CSN deneddyl inh
# OCC1CCN(Cc2cn(Cc3ccccc3)nc2-c2cc3ccccc3o2)CC1 is listed as -0.1	i	2.8	-1.7	2.8	-6.5	-0.2	-3.2	-1.5	3.8
# C/C(CCc1ccc2c(c1)OCO2)=N\N=C1\NC(=O)CC(C(=O)Nc2ccc(Cl)cc2)S1 (configuration not stated) is listed as 0.4	i	4.4	-4.4	1.1	-0.8	0.3	-8.4	2.3	0.4

# Next compounds:
SMILES,Tb MetRS inh,Rpn11 block,SUMO1-SIM PPI,Scp1 inh,STEP block,NadD block,MsrA inh,DNMT1 block,LMPTP inh,CSN deneddyl inh
Cc1ccc(C(=O)C[n+]2cc(-c3ccc(C)cc3)n3c2CCCCC3)cc1,-0.8,i,-1.8,5.5,-3.5,0.6,0.0,-1.4,0.1,4.9
CC1CCN(c2ccc(S(=O)(=O)N3CCC(C)CC3)cc2N)CC1,-0.3,i,5.5,-8.2,-0.2,-0.1,0.3,-2.9,5.9,-0.2
CC(=O)Nc1ccc(NC(=O)CSc2nnc(-c3ccco3)n2Cc2ccco2)cc1,-0.2,i,-3.6,-11.2,-4.6,-5.7,-0.2,4.6,-1.6,7.5
Nc1nonc1N1CCCCC1,-0.1,i,-0.8,-1.8,-3.8,-2.0,2.5,4.1,-1.7,-0.9
COc1ccc(N2CCN(C(=O)c3cc(=O)c4ccc(C)cc4o3)CC2)cc1,-0.7,i,-4.4,-7.3,-0.5,0.7,0.6,-1.0,-1.1,2.5
CO[C@@]1(NC(=O)Cc2cccs2)C(=O)N2C(C(=O)O)=C(COC(N)=O)CS[C@@H]21,-1.2,i,8.5,51.7*,5.4,1.5,0.8,6.3,-0.9,-0.5
COc1cc(/C=C(\C#N)C(=O)NCc2cccs2)ccc1O,0.3,i,-19.5,-4.8,1.4,-2.4,1.6,-4.6,0.0,9.3
O=C(Nc1cc(Cl)cc(Cl)c1)C1CCC(=O)N1Cc1ccccc1Cl (configuration not stated),0.5,i,2.9,-4.3,-2.8,-11.2,-0.9,2.5,0.4,3.7
COc1cc(S(=O)(=O)Nc2ccc3cn[nH]c3c2)ccc1Cl,-1.4,i,2.2,-4.5,-2.6,-4.8,0.8,1.9,-0.1,3.2
C[C@H](NC(=O)[C@@H]1CCCN1C(=O)OC(C)(C)C)c1ccccc1,-0.7,·,6.5,·,·,-2.5,-0.4,·,-1.7,-3.7
CC(=O)Nc1ccc(NC(=O)c2ccc(C)c(S(=O)(=O)Nc3cccc(C)c3)c2)cc1,-1.3,i,5.5,-0.6,-0.5,-4.1,1.4,-5.1,0.8,-4.7

# Gathered by group: the compounds so far with an aryl methoxy group (6)
SMILES,Tb MetRS inh,Rpn11 block,SUMO1-SIM PPI,Scp1 inh,STEP block,NadD block,MsrA inh,DNMT1 block,LMPTP inh,CSN deneddyl inh
CCNC(=O)Cc1c(OC)ccc2cc(Br)ccc12,-0.3,i,-8.6,-3.2,-1.2,0.4,-1.1,-0.7,-0.5,0.7
COc1ccc(C2NC3=C(CCC3)C3(C#N)C4(N=C(N)C23C#N)OCCO4)cc1 (configuration not stated),-0.2,i,3.1,-3.4,-1.1,-3.9,0.9,-10.8,1.8,2.4
COc1cc(C(=O)NCC(=O)OCc2ccccc2Cl)cc(OC)c1OC,0.2,i,-1.3,-3.4,-2.8,-12.5,0.7,0.1,-0.2,6.7
COc1ccc(N2CCN(C(=O)c3cc(=O)c4ccc(C)cc4o3)CC2)cc1,-0.7,i,-4.4,-7.3,-0.5,0.7,0.6,-1.0,-1.1,2.5
COc1cc(/C=C(\C#N)C(=O)NCc2cccs2)ccc1O,0.3,i,-19.5,-4.8,1.4,-2.4,1.6,-4.6,0.0,9.3
COc1cc(S(=O)(=O)Nc2ccc3cn[nH]c3c2)ccc1Cl,-1.4,i,2.2,-4.5,-2.6,-4.8,0.8,1.9,-0.1,3.2

# Screening results deposited in PubChem by several laboratories.
